Bioassay records as filed in PubChem BioAssay.
HT1080-NT tox: qHTS for induction of synthetic lethality in tumor cells producing 2HG: qHTS for the HT-1080-NT fibrosarcoma cell line | HT-1080-NT fibrosarcoma viability, CellTiter-Glo ATP luminescence, 48 h | Potency, µM (doses to about 46.1 µM), for the others: at the highest dose activity, negative = less viability, actives largely listed as cytotoxic | actives 1.6% (n = 360,000) | AID 686970, 2013;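 further: NT is the 2HG producing partner of a matched IDH1 knockdown line; potency means the concentration at half of the fitted maximal effect; 0% = DMSO-treated cells and -100% = media-only wells without cells; nearly all actives have a fitted effect of over 55% in size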
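Fibrosarcoma NT cells, 750 per well in 5% FBS RPMI, were exposed to compound for 48 hours. Viability: CellTiter-Glo luminescence.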
KB-3-1 tox: qHTS assay for MDR1-selective chemotherapeutics: Primary screen using the parental adenocarcinoma cell KB-3-1 | KB-3-1 viability, CellTiter-Glo ATP luminescence, 72 h | actives 1.4% (n = 400,000) | Potency, µM (highest dose often 46.1 µM), for the others: at the highest dose activity change, negative = cytotoxic, usual class: cytotoxic | AID 1347075, 2019; further: potency means the concentration at half of the fitted maximal effect; on the % scale 0 is the no-effect control and ±100 the full control effect; nearly all actives have a fitted effect of over 60% in size
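Parental KB-3-1 adenocarcinoma cells in phenol-red-free DMEM with 10% FBS were pin-treated with compounds at several concentrations, incubated 72 h at 37 °C, and viability read by CellTiter-Glo luminescence; concentration-effect curves were fitted after normalization.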
ATXN2 expr inh: Primary qHTS for Inhibitors of ATXN expression. actives 0.72% (n = 360,000). Potency, µM (titrated, usually from 57 µM), for the others: top-dose activity change, negative = inhibition, most hits filed as inhibitors. AID 1745845, 2022. HEK-293 ATXN2-luciferase reporter, luminescence, 24 h; further: potency means the concentration at half of the fitted maximal effect; on the % scale 0 is the no-effect control and ±100 the full control effect; nearly all actives have a fitted effect of over 55% in size
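ATXN2-luciferase reporter cells (luciferase flanked by upstream and downstream ATXN2 gene portions) were treated 24 h at 37 °C with compounds at up to 57 uM. SteadyGlo luminescence gave expression; GF-AFC fluorescence gave viability.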
HT1080 IDH1KD tx: qHTS for induction of synthetic lethality in tumor cells producing 2HG: qHTS for the HT-1080-IDH1KD cell line | HT-1080 IDH1 knockdown viability, ATP luminescence, 48 h | Potency, µM (doses to about 46.1 µM), inactives show at the top dose activity, negative = toxicity, most hits filed as cytotoxic | actives 2% (n = 360,000) | AID 686971, 2013;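 further: potency means the concentration at half of the fitted maximal effect; 0% = DMSO wells and -100% = cell-free medium wells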
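Luminescent ATP read-out (CellTiter-Glo, 10 min at room temperature) after 48 h compound exposure at 37 °C gave viability of IDH1-knockdown HT-1080 cells. Activity was normalised to DMSO and cell-free wells, then fitted as concentration-response curves.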
IL1B secr inh: qHTS for Inhibitors of Inflammasome Signaling: IL-1-beta AlphaLISA Primary Screen | THP-1 LPS/ATP IL-1B secretion, AlphaLISA, 16 h; hits give low values | activity change, % at 57.5 µM | actives 4.7% (n = 360,000) | AID 743279, 2014; in the data active means activity change below about -50%; inconclusive means mostly about -30% to -49%; further: on the % scale 0 is the no-effect control and ±100 the full control effect
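Secreted IL-1B measured by AlphaLISA bead assay after 16 h compound exposure of THP-1 cells; compounds (final up to 57.5 uM) added 1 h before LPS (250 ng/mL) and ATP (1.25 mM) stimulation; lower signal means less secretion.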
ATXN viability: Viability Counterscreen for Primary qHTS for Inhibitors of ATXN expression. S2 cells (HEK-293 line with an ATXN2-luciferase reporter) viability, CellTiter-Fluor protease fluorescence, 24 h. Potency, µM (titrated, usually from 56.7 µM), actives largely listed as cytotoxic. actives 0.49% (n = 400,000); further: potency means the concentration at half of the fitted maximal effect; nearly all actives have a fitted effect of over 40% in size
SW480 rereplic: A quantitative high throughput screen for small molecules that induce DNA re-replication in SW480 colon adenocarcinoma cells. SW480 DNA re-replication, Hoechst DNA content imaging, 48 h. Potency, µM (doses to about 46.1 µM), without a hit: top-dose re-replication activation, actives largely listed as activators. actives 1.8% (n = 340,000). AID 624297, 2012; further: potency means the concentration at half of the fitted maximal effect; % of control where 0% means no effect; nearly all actives have a fitted effect of over 55% in size
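250 cells/well; 23 nL cpd via pin tool; 48 hr, 37 C, 5% CO2; Hoechst 40 min; imager read of total nuclear intensity, ex 405/em 500-530 nm.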
MCF10A rereplic: A quantitative high throughput screen for small molecules that induce DNA re-replication in MCF 10a normal breast cells; Potency, µM (highest dose often 46.1 µM), inactives show at the top dose activity, positive = re-replication, most hits filed as activators; actives 2.9% (n = 350,000); MCF 10A DNA re-replication, Hoechst nuclear intensity, 48 h; further: potency means the concentration at half of the fitted maximal effect; % of control where 0% means no effect; nearly all actives have a fitted effect of over 50% in size
KB-V1 cytotox: qHTS assay for MDR1-selective chemotherapeutics: Primary screen using the drug-selected MDR subline cells KB-V1. KB-V1 MDR cells viability, CellTiter-Glo, 72 h. Potency, µM (series often up to 46.1 µM), inactives show at the highest dose activity change, negative = cytotoxicity, hits mostly cytotoxic. actives 3.4% (n = 400,000); further: potency means the concentration at half of the fitted maximal effect; on the % scale 0 is the no-effect control and ±100 the full control effect; nearly all actives have a fitted effect of over 60% in size
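Compound-treated KB-V1 multidrug-resistant cells, 72 h, 37 degrees C; viability by CellTiter-Glo. Fitted qHTS curves give the values.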
Numbers without * were called inactive; i = inactive; ? = inconclusive; . = not tested or not shown; & = joins results of further samples; [ ] = dose if it differs, or a comment. Unless noted, the call rests on the fitted dose curve; in most records, active means well fitted curve in the direction sought with a large enough effect; inconclusive means small, poorly fitted or top-dose-only effect, or another doubt; inactive means no such curve, though single readings can be large; an effect the other way counts as inactive or inconclusive.

SMILES | HT1080-NT tox | KB-3-1 tox | ATXN2 expr inh | HT1080 IDH1KD tx | IL1B secr inh | ATXN viability | SW480 rereplic | MCF10A rereplic | KB-V1 cytotox
Cc1ccc(CNC(=O)C2CCCN(c3ncnc4onc(-c5ccc(F)cc5)c34)C2)cc1 (centres undefined) | . | 4% | 10% | . | . | i | . | . | 12%
CCn1c(SCC(=O)N2CCCc3ccccc32)nc2cccnc21 | 6% | 1% | -9% | 0% | -4 | i | 1%[9.22 µM] | ? | -17%
O=C(O)c1cccc(-n2cc(-c3cccc(C(F)(F)F)c3)cn2)c1 | 1% | 11% | . | 9% | 6 | i | 2% | -1% | -2%
CCc1ccc(OCCCC(=O)NCc2ccco2)cc1 | 2% | -1% | . | -4% | -4 | i | -119%[inhibitor] | 10% | 3%
O=C(NCCc1ccccc1)c1ccc2c(c1)N(Cc1ccccc1F)C(=O)c1ccccc1S2=O (centres undefined) | . | 14% | 7% | . | . | i | . | . | -8%
CCOC(=O)c1cccc(NC(=O)c2cc(CN3CCOCC3)on2)c1 | . | -1% | 3% | . | . | i | . | . | 5%
Cc1ccc(/C=C/c2onc(C)c2S(=O)(=O)N2CCC(C(=O)N3CCN(c4ccccc4F)CC3)CC2)cc1 | . | 13% | -8% | . | . | i | . | . | 0%
CN(C)c1ccc(C(=O)NC2CCCc3ccccc32)cc1 (centres undefined) | -3% | -6% | 2% | -10% | 54 | i | -5% | 10% | -3%
COc1ccccc1N1CCN(C(=O)CSc2nnc(NC(=O)C3CCC3)s2)CC1 | -16% | 0% | -6% | 0% | -30 | i | 1% | 13% | -2%
CCOC(=O)C1=C(CC)Nc2ccccc2N=C1NC(=O)c1cc(S(=O)(=O)N(C)C)ccc1Cl | 2% | -7% | -3% | -2% | -25 | i | 1%[9.22 µM] | 16% | -11%
Cc1ccc(-c2cnc3c(Cl)c(C)nn3c2)cc1 | -8% | ? | ? | -26% | 32 | i | 10µM* | ? | 12µM*
CCOC(=O)C1CCN(C(=O)CCn2c(=O)[nH]c3ccsc3c2=O)CC1 | 17% | 9% | -4% | 25% | -12 | ? | -13% | -3% | 0%
CCOC(=O)/C(=C/c1cn(C)c2ccccc12)NC(=O)c1ccccc1 | 1% | 3% | -5% | 9% | 14 | i | -1% | 1% | 0%
COc1ccc(NC(=O)C2CCCN(c3ncnc4onc(-c5ccc(F)cc5)c34)C2)cc1 (centres undefined) | 0% | 1% | . | 7% | 0 | ? | -4% | -10% | 20%
Cc1cccc(C)c1OCC(=O)Nn1c(C)nc2ccccc2c1=O | 8% | 21% | 0% | 10% | 7 | i | 2% | 3% | -13%
CC1CCCCN1C(=O)CSc1nnc(-c2ccccc2F)o1 (centres undefined) | -8% | 9% | 21% | 9% | -14 | i | -4% | 18% | -19%
COc1ccccc1OCCNC(=O)CNC(=O)c1ccc2c(c1)OCO2 | -6% | -3% | -9% | 5% | 13 | i | -53%[inhibitor] | -23% | -2%
Cc1ccc(N(CN2C(=O)C3C4CCC(C4)C3C2=O)C(=O)c2ccco2)cc1 (centres undefined) | 12% | 3% | . | 1% | -3 | ? | ? | 3% | -24%
CCCCN1CC(COCc2ccccc2)OCCS1(=O)=O (centres undefined) | 3% | 0% | 8% | 9% | -12 | i | 1% | 22% | 0%
S=C(NNc1ccnc2cc(Cl)ccc12)Nc1ccccc1Cl | ? | 23µM* | ? | ? | -91* | ? | ? | ? | ?
Cc1ccc(CN2CCN(Cc3cccc4c3OCO4)CC2CCO)cc1 (centres undefined) | -19% | 13% | -7% | -28% | -16 | i | -3% | -9% | -16%
ON=C1/C(=N\O)CC2(C/C1=N/O)OCCO2 | ? | 13% | -6% | ? | 22 | i | ? | ? | 5%
COc1ccccc1N1CCN(CCCCN2C(=O)C3CCCCN3C2=O)CC1 (centres undefined) | -25% | -3% | -3% | -19% | 21 | i | -4%[9.22 µM] | -1% | -10%
CCOC(=O)Cc1c(C)c2c(O)cc(O)cc2oc1=O | -5% | 0% | -14% | -7% | 2 | . | 0% | -9% | 6%
COCCNc1nc2c(c(=O)n(Cc3cccc(Cl)c3)c(=O)n2C)n1C | -2% | 0%&0% | 3%&12% | 2% | 37 | i | ? | -2% | 4%&11%
CC1(C)C(=O)CCC2(C)C1=CCC1C2C(=O)CC2(C)C1CCC2(O)C(=O)CO (centres undefined) | -1% | -15% | -7% | 2% | 15 | i | -6% | -1% | 11%
Cc1ccc(NC(=O)CN(Cc2ccccc2)S(=O)(=O)c2ccc3nc(C)sc3c2)c(C)c1 | . | -12% | -10% | . | . | i | . | . | -12%
C[C@]12c3[nH]c4ccccc4c3CCN1C(=O)C(CC(=O)NCc1ccco1)C[C@@H]2C(=O)N1CCCCC1 (some centres undefined) | -2% | -2% | 2% | -4% | -6 | i | ? | -5% | -1%
Cc1noc(C)c1NC(=O)Nc1cccc2c1O[C@H](CN(C)C(=O)Nc1ccccc1)[C@@H](C)CN([C@H](C)CO)C2=O | ? | 0% | 6% | 1% | -3 | i | -3% | 10% | 3%
CCOc1ccc(CCNC(=O)c2ccc(-c3nc(CSc4ccccc4)c(C)o3)cc2)cc1 | . | -10% | -4% | . | . | i | . | . | 2%

With a hit mark in SW480 rereplic (from the list above):
SMILES	IL1B secr inh	SW480 rereplic
Cc1ccc(-c2cnc3c(Cl)c(C)nn3c2)cc1	32	10µM*

(continued)
SMILES | HT1080-NT tox | KB-3-1 tox | ATXN2 expr inh | HT1080 IDH1KD tx | IL1B secr inh | ATXN viability | SW480 rereplic | MCF10A rereplic | KB-V1 cytotox
CN(CC(=O)Nc1ccc(F)cc1)C(=O)C1CCN(S(=O)(=O)c2ccc3c(c2)OCCO3)CC1 | -1% | 2% | -4% | -3% | 5 | i | -491%[inhibitor] | 14% | 0%
CC(Cl)=CCn1c(NCCc2ccccc2)nc2c1c(=O)n(C)c(=O)n2C | -2% | -12% | -21% | -1% | 25 | ? | . | . | -19%
COc1ccc2c(Sc3ccc(Cl)cc3)c(C(=O)N3CCC(C)CC3)[nH]c2c1 | . | 0% | ? | . | . | ? | . | . | -8%
COc1ccccc1Cn1c(=O)c2ccccc2n2c(SCc3csc(C)n3)nnc12 | 0% | -5% | -4% | 7% | -55* | ? | 10% | 25% | ?
COc1ccc(/C=C/c2nc(-c3ccccc3O)n(-c3ccccc3)n2)cc1 | -1% | -3% | -8% | -8% | 0 | i | ? | 7% | 16µM*
CCOc1ccccc1CNC(=O)C(C)n1nc(C)c2c(C)n(-c3ccccc3)nc2c1=O (centres undefined) | -24% | ? | ? | -21% | -3 | i | -4% | 13% | -28%
CCCCN1C(=O)C(O)=C(C(C)=O)C1c1ccc(OC)cc1OC (centres undefined) | 0% | 7% | 5% | 0% | 4 | i | -1% | -3% | 1%
COc1ccc(-c2cc(NC(C)=O)c3ncc(-c4ccccc4)n3c2)c(OC)c1 | -27% | ? | -4% | ? | -26 | i | . | . | ?
COc1cccc(Oc2ccc(C(F)(F)F)cc2NC(=O)CCc2nc3ccccc3c(=O)[nH]2)c1 | -21% | . | 15% | -26% | 18 | ? | ? | ? | .
Cn1cnnc1SCC(=O)N1CCc2ccccc2C1 | 13% | 14% | . | 10% | 15 | i | . | . | 8%
CC(=O)c1ccc(OC(=O)CCN2c3ccccc3Sc3ccccc32)cc1 | -4% | -7% | -10% | -1% | 97 | i | 22% | ? | 2%
CC[C@H](C)[C@H](NC(=O)[C@H](Cc1ccc(O)cc1)NC(=O)[C@@H](N)C(C)C)C(=O)N[C@@H](Cc1cnc[nH]1)C(=O)N1CCC[C@H]1C(=O)N[C@@H](Cc1ccccc1)C(=O)O | 22% | 0% | -6% | 8% | 8 | i | -64% | -11% | 8%
O=C(CSc1nnc(-c2ccncc2)o1)N1CCCC1 | 15% | 3% | . | 11% | 0 | i | ? | -2% | -2%
COc1ccc(-c2ccc(C(=O)C3CC3)cc2)cc1 | ? | 17% | 66%[activator] | 19% | -8 | i | -1% | 6% | ?
CCOC(=O)N1CCN(c2c(N3CCN(c4ccc(F)cc4)CC3)c(=O)c2=O)CC1 | -23% | 1% | -9% | 3% | -1 | i | -12% | -1% | -14%

Entries from the list above that have a Cl atom:
SMILES | HT1080-NT tox | KB-3-1 tox | ATXN2 expr inh | HT1080 IDH1KD tx | IL1B secr inh | ATXN viability | SW480 rereplic | MCF10A rereplic | KB-V1 cytotox
CCOC(=O)C1=C(CC)Nc2ccccc2N=C1NC(=O)c1cc(S(=O)(=O)N(C)C)ccc1Cl | 2% | -7% | -3% | -2% | -25 | i | 1%[9.22 µM] | 16% | -11%
Cc1ccc(-c2cnc3c(Cl)c(C)nn3c2)cc1 | -8% | ? | ? | -26% | 32 | i | 10µM* | ? | 12µM*
S=C(NNc1ccnc2cc(Cl)ccc12)Nc1ccccc1Cl | ? | 23µM* | ? | ? | -91* | ? | ? | ? | ?
COCCNc1nc2c(c(=O)n(Cc3cccc(Cl)c3)c(=O)n2C)n1C | -2% | 0%&0% | 3%&12% | 2% | 37 | i | ? | -2% | 4%&11%
CC(Cl)=CCn1c(NCCc2ccccc2)nc2c1c(=O)n(C)c(=O)n2C | -2% | -12% | -21% | -1% | 25 | ? | . | . | -19%
COc1ccc2c(Sc3ccc(Cl)cc3)c(C(=O)N3CCC(C)CC3)[nH]c2c1 | . | 0% | ? | . | . | ? | . | . | -8%
